High-throughput results (PubChem BioAssay)
tim10-1 inh – tim10-1 yeast growth inhibition; S. cerevisiae tim10-1 ts strain growth, BacTiter-Glo, 24 h; inhibition, % at 20 µM; 330,000 compounds, 2.2% hits;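 active means inhibition of at least 40%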;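 further: mutant grown at 25 °C; 0% = DMSO wells with yeast and 100% = wells holding no yeast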
UPR XBP1 act – adaptive UPR (XBP1) activation; CHO-XBP1 luciferase reporter, IRE1-XBP1 UPR activation, luminescence; percent of tunicamycin response, DMSO as zero; activation, % at 20 µM; 330,000 compounds, 0.33% hits; AID 463104;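 active means versus positive control, 20 µM dose yields 30% or more activation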;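 further: 100% = tunicamycin at 10 µg/mL and 0% = DMSO only wells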
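Material: CHO-XBP1 cells stably carrying IRE1-XBP1-driven luciferase reporter | Medium: F12 with 10% serum | Compound dosing: 20 µM single concentration, DMSO 1% | Incubation: Overnight seeding at 37 °C, 6 h compound treatment at 37 °C | Detection: Steady-Glo luminescence read | Read-out basis: % activation of reporter signal versus tunicamycin and DMSO controls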
tim23-1 inh – tim23-1 yeast growth inhibition. S. cerevisiae tim23-1 growth, BacTiter-Glo luminescence, 24 h. inhibition, % at 20 µM. 330,000 compounds, 1.3% hits. AID 463212;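 active means growth inhibition of the mutant yeast at or above 50%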;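 further: temperature-sensitive mutant grown at 25 °C; plate controls were DMSO-treated mutant yeast for no effect and medium wells lacking yeast for full effect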
Mdm2 MdmX PPI – human Mdm2/MdmX binding inhibition | SaOS-2 split-luciferase Mdm2/MdmX complementation, luminescence | inhibition, % at 8 µM | 330,000 compounds, 3% hits | AID 485346;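 active means inhibition of at least 50% at 8 µM in the primary screen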
Target sequence (O15151 whole entry, looked up): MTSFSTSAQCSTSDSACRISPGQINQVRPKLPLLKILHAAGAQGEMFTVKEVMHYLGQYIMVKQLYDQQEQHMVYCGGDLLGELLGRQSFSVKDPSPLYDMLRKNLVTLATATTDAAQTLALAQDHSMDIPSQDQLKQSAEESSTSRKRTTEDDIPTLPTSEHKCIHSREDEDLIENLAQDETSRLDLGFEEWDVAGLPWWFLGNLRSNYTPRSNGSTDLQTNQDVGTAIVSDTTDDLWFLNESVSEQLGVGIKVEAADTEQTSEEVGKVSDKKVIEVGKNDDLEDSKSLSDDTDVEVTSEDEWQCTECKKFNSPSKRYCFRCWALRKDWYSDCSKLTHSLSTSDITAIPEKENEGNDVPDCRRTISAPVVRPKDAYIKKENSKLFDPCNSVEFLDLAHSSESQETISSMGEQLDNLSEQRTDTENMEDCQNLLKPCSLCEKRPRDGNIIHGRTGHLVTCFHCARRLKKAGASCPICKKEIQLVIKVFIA
Target sequence (Q00987 whole entry, looked up): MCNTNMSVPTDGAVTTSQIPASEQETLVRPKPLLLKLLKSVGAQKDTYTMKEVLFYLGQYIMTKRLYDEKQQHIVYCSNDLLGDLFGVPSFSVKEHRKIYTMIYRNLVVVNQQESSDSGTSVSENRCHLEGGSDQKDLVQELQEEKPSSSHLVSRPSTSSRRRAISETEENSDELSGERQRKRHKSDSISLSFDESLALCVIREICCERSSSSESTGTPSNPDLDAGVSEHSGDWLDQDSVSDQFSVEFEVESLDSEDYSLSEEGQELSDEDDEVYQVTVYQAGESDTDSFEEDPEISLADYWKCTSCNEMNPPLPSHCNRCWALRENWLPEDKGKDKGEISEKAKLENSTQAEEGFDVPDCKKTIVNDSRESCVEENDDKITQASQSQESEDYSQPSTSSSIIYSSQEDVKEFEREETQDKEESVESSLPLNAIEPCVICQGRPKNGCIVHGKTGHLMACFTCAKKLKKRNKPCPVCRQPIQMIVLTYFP
UPR CHOP act – apoptotic UPR (CHOP) activation; CHO-CHOP luciferase reporter, luminescence; percent of tunicamycin response over DMSO baseline; activation, % at 10 µM; 330,000 compounds, 0.34% hits; AID 449763;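 active means at 10 µM dose, activation of 40% or more, normalized to positive control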;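 further: 100% = tunicamycin at 10 µg/mL and 0% = DMSO alone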
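Material: CHO-CHOP cells, stable luciferase reporter of PERK-eIF2a-CHOP signalling; quantity: 500 reporter cells seeded per well; buffer or medium: F12 medium containing 10% fetal bovine serum; compound: one dose, 10 µM in 0.5% DMSO; incubation: 6 h compound treatment, 37 °C; measured by: Steady-Glo luciferase luminescence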
697 NFkB inh – inhibitors of the PMA/ionomycin-induced NF-kB reporter in 697 B cells; 330,000 compounds, 0.33% hits; AID 435022; inhibition, % at 4 µM; 697 B-cell NF-kB luciferase reporter, 16 h; in the data active means inhibition above about 35%
TIM10 inh – TIM10 yeast growth inhibition | 330,000 compounds, 1.4% hits | S. cerevisiae TIM10 strain growth, BacTiter-Glo luminescence, 24 h | inhibition, % at 10 µM | AID 463195;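 active means inhibition of 40% or more at the single tested concentration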;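 further: wild-type TIM10 isogenic control strain grown at permissive 25 °C; 0% = DMSO yeast wells and 100% = minimal medium wells without yeast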
Jurkat NFkB inh – inhibitors of the PMA/ionomycin-induced NF-kB reporter in Jurkat cells | PMA/ionomycin-induced NF-kB luciferase reporter, luminescence | inhibition, % at 4 µM | 330,000 compounds, 0.53% hits | AID 435003; in the data active means inhibition above about 50%
* marks the source's active call; other numbers are inactive results. The list is partial; the hit share may differ from the screen's.

Start of the data: the first 4 compounds as a preview:
SMILES	tim10-1 inh	UPR XBP1 act	tim23-1 inh	Mdm2 MdmX PPI	UPR CHOP act	697 NFkB inh	TIM10 inh	Jurkat NFkB inh
CC(=NCC1CCCO1)c1c(O)n(C2CCCCC2)c(=O)[nH]c1=O (configuration not stated)	10	0	2	9	-0.5	-1	6	-13
O=[N+]([O-])c1ccc(C2[C@H]3C(c4ccccc4)=NC4(CCCC4)N23)cc1 (some centres not stated)	24	-3	6	13	-2.9	0	4	6
CCN(CC)C(=O)c1ccc(NC(=O)c2cccc(F)c2)cc1	21	-1	19	-30	3.0	-14	9	-11
C=CCN(CC=C)C(=O)Nc1ccc(OCC)cc1	19	2	18	-7	2.6	-7	3	-11

The list itself (from the top)
SMILES	tim10-1 inh	UPR XBP1 act	tim23-1 inh	Mdm2 MdmX PPI	UPR CHOP act	697 NFkB inh	TIM10 inh	Jurkat NFkB inh
CC(=NCC1CCCO1)c1c(O)n(C2CCCCC2)c(=O)[nH]c1=O (configuration not stated)	10	0	2	9	-0.5	-1	6	-13
O=[N+]([O-])c1ccc(C2[C@H]3C(c4ccccc4)=NC4(CCCC4)N23)cc1 (some centres not stated)	24	-3	6	13	-2.9	0	4	6
CCN(CC)C(=O)c1ccc(NC(=O)c2cccc(F)c2)cc1	21	-1	19	-30	3.0	-14	9	-11
C=CCN(CC=C)C(=O)Nc1ccc(OCC)cc1	19	2	18	-7	2.6	-7	3	-11
CC(C#N)CCC#N (configuration not stated)	-14	0	-12	25	1.4	9	-3	8
COC(=O)[C@@]1(Cc2ccc(F)cc2)[C@H]2c3cc(C(=O)N(C)C)[nH]c3C[C@H]2CN1C(=O)c1ccccc1	2	1	5	-18	1.0	-3	10	8
Cc1cc(C)c2c(ccc3cccc[n+]32)c1	-4	-5	0	29	-0.7	-10	1	57*
Cc1nn(Cc2ccccc2)c(Cl)c1C(=O)OCC(=O)N1CCCC1	-14	4	-8	20	1.5	3	-15	-8
O=c1[nH]c(=S)n(C2CC2)c(O)c1C=NCC1CCCO1 (configuration not stated)	-4	-4	-1	17	-0.6	11	6	7
COc1ccc(CN2CCN(C(=O)COc3ccc4ccccc4c3)CC2)c(OC)c1	17	-6	20	9	2.1	1	19	1
CC(C)NC(C)C(=O)C12CC3CC(CC(C3)C1)C2 (configuration not stated)	3	-3	-1	-25	-0.2	7	-6	20
CCCCC(=O)N/N=C/c1c(O)n(C2CC2)c(=S)[nH]c1=O	-2	-4	4	-10	-0.7	-3	-3	2
Cn1c(O)c(C=Nc2ccccc2)c(=O)n(C)c1=O	16	-5	1	-13	1.0	8	2	-11
CCNC(=O)NC(=O)C(C)OC(=O)c1c(C)nn(Cc2ccccc2Cl)c1Cl (configuration not stated)	13	0	9	-7	1.4	1	26	8
CSC(=Nc1ccccc1)c1c(O)n(C)c(=O)n(C)c1=O	6	0	13	18	0.1	11	-13	-9
Cc1nc2ccccc2c(=O)n1-c1cccc(C(F)(F)F)c1	3	-3	3	-16	0.0	6	1	-1
Cc1cc(C=C2C(=O)NC(=O)NC2=O)c(C)n1-c1ccc2c(c1)OCO2	2	2	-2	-23	4.1	2	0	8
O=C(O)Cn1cc(/C=C2\C(=O)NC(=O)N(c3ccc(Br)cc3)C2=O)c2ccccc21	2	-4	5	14	0.9	7	7	20
COc1ccccc1N1CCN(Cc2c(F)cccc2F)CC1	0	-2	7	-17	1.2	14	1	3
CCn1c(O)c(C(c2ccccn2)c2c(O)n(CC)c(=S)[nH]c2=O)c(=O)[nH]c1=S	-11	2	6	8	-2.0	-3	-3	-1
COc1cc(OC)c(OC)cc1CN1CCN(C(=O)COc2ccc3ccccc3c2)CC1	13	-3	10	-5	-0.5	6	-9	17
COc1ccc(OCC#CCN2CCCCCC2)cc1	7	0	6	-12	0.0	9	2	1
O=C(O)Cn1cc(C(=O)c2ccccc2)c2ccccc21	6	-1	-3	15	-2.1	12	2	-1
COc1ccc(NC2=NC(C)(C)CS2)cc1	6	1	14	-16	3.4	-24	5	-65
COc1ccc(-[n+]2c(-c3ccccc3)cc(-c3ccccc3)cc2-c2ccccc2)cc1	22	3	11	87*	32	17	25	45
CC1(C)CN=C(Nc2ccccc2C(F)(F)F)S1	10	-1	7	14	-3.3	-23	10	10
C=Cn1ccnc1P(=S)(c1ccn(C)c1)c1nccn1C=C	-4	-6	-2	15	0.4	18	-11	-20
Clc1ccc(N2CCNCC2)nn1	19	-3	7	14	2.1	-2	-1	-4
Cc1cccc(CCNCc2cc3cccc(C)c3[nH]c2=O)c1	8	-4	-1	14	-0.2	-2	12	-6
Cc1[nH]c2c(C(F)(F)F)cccc2c1CCN	-12	-1	-6	25	-2.0	7	-7	10
CC(=O)OC1(c2ccc(C)cc2)CN2CCC1c1ccccc12 (configuration not stated)	10	2	21	28	-1.2	26	-6	6
O=C(C1CC(c2ccc(F)cc2)=NO1)N1CCC2(CC1)OCCO2 (configuration not stated)	6	1	15	-33	1.7	-25	7	-34
COc1ccc(-c2nc(CS(=O)CC(=O)N3CCC4(CC3)OCCO4)c(C)o2)cc1 (configuration not stated)	25	2	14	0	-2.1	7	6	6
CN1CCCCC1c1ccc(-c2cccnc2)nc1 (configuration not stated)	-15	1	-6	8	-1.8	2	-2	-27
CC(=NCC1CCCO1)c1c(O)n(-c2ccc(C)cc2)c(=O)[nH]c1=O (configuration not stated)	7	2	-7	2	0.4	-18	-7	-5
CN(C)/C=C(\C=[N+](C)C)c1[nH]ncc1[N+](=O)[O-]	-8	-2	1	21	0.2	16	0	6
N#CC1=C(N)Oc2cc(O)ccc2C1c1ccc2c(c1)OCO2 (configuration not stated)	10	-3	-2	6	-1.1	-23	15	-25
CNCC(C)c1ccccc1 (configuration not stated)	5	3	6	18	-0.6	-18	-19	-4
Cc1ccc(C)c(-n2c(C)nc3ccccc3c2=O)c1	-2	-2	8	24	-1.8	24	-7	14
Cn1c(O)c(/C=N/NC(=O)c2ccncc2)c(=O)[nH]c1=S	5	-1	6	7	1.4	10	12	12
CC(=NCCN1CCOCC1)c1c(O)n(Cc2ccccc2)c(=O)[nH]c1=O	10	1	-10	-28	2.0	-31	7	2
O=C1NC(=O)C(=Cc2coc3ccc(O)cc3c2=O)C(=O)N1	10	-1	11	-11	-0.3	-8	-7	-5
O=CC(Cl)P(=O)(N1CCOCC1)N1CCOCC1 (configuration not stated)	-15	-2	0	-8	0.7	-13	-10	7
CCCCCCN=C(C)c1c(O)n(Cc2ccccc2)c(=O)[nH]c1=O	-21	4	12	8	0.0	18	-19	0
Nc1c(C(=O)NCCc2ccccc2)c2nc3ccccc3nc2n1CCN1CCOCC1	36	3	6	54*	-0.6	-12	24	-11
CC(C)C(=O)NC(Oc1ccccc1Cl)C(Cl)(Cl)Cl (configuration not stated)	-8	-2	-1	23	1.4	11	7	11
CCOP(=S)(NN(Cc1ccccc1)C(=O)c1ccccc1)OCC	1	1	24	-11	-0.8	25	11	4
O=C1CN(O)C(c2ccccc2Cl)=c2cc(Br)ccc2=N1	9	-1	8	-10	-1.6	-7	9	-12
Cc1cc(=O)oc2c(C)c(OCC(=O)N3CCC(C(=O)O)(c4ccccc4)CC3)ccc12	1	-3	14	13	-1.7	-1	3	11
CC1CCCCN1Cc1c[nH]c2ccccc12 (configuration not stated)	8	-5	0	28	-0.4	12	0	9
CCC12C=CCN3CCC4(c5cc(Br)c(OC)cc5N(C)C4C(O)(C(=O)OC)C1OC(C)=O)C32 (configuration not stated)	12	-2	13	-17	-1.8	9	23	1
CC(=O)Cc1ccc(OC(C)C)cc1	-4	-2	6	18	0.0	16	-14	-19
CN(C/N=C(\N)N[N+](=O)[O-])S(=O)(=O)c1ccccc1	-2	-2	-5	12	1.8	17	3	-12
CC1C(c2cccs2)=[N+]([O-])C(C)(C(=O)c2ccc(F)cc2)N1O (configuration not stated)	11	2	-2	14	-2.5	-9	-6	-6
CSc1ncc(/C=C2/C(=O)NC(=O)N(C3CCCCC3)C2=O)cn1	17	-1	18	-1	4.0	3	7	-7
CC(OC(=O)c1cn(C)c2ccccc12)C(=O)N(C)c1ccccc1 (configuration not stated)	24	-1	24	10	0.9	19	27	3
CCCCn1c(=O)c(C(=O)Nc2ccccc2S(N)(=O)=O)c(O)c2ccccc21	29	4	0	52*	0.7	-15	2	-10
CNCCc1ccccc1	-7	-3	-9	18	-1.4	14	-10	-7
C1=C(CCNCc2ccccc2)CCCC1	14	2	-10	-26	-1.0	19	-10	-4
CCOC(=O)c1cc(C)n(CCc2cnc[nH]2)c1C	1	2	-10	-25	0.1	18	-13	-5

Part of the list above, comma-delimited:
canonical_smiles,tim10-1 inh,UPR XBP1 act,tim23-1 inh,Mdm2 MdmX PPI,UPR CHOP act,697 NFkB inh,TIM10 inh,Jurkat NFkB inh
Cc1ccc(C)c(-n2c(C)nc3ccccc3c2=O)c1,-2,-2,8,24,-1.8,24,-7,14
Cn1c(O)c(/C=N/NC(=O)c2ccncc2)c(=O)[nH]c1=S,5,-1,6,7,1.4,10,12,12
CC(=NCCN1CCOCC1)c1c(O)n(Cc2ccccc2)c(=O)[nH]c1=O,10,1,-10,-28,2.0,-31,7,2
O=C1NC(=O)C(=Cc2coc3ccc(O)cc3c2=O)C(=O)N1,10,-1,11,-11,-0.3,-8,-7,-5
O=CC(Cl)P(=O)(N1CCOCC1)N1CCOCC1 (configuration not stated),-15,-2,0,-8,0.7,-13,-10,7

Next section
SMILES	tim10-1 inh	UPR XBP1 act	tim23-1 inh	Mdm2 MdmX PPI	UPR CHOP act	697 NFkB inh	TIM10 inh	Jurkat NFkB inh
C=CCN1C(=O)/C(=C\c2ccc(N3CCOCC3)o2)C(=O)NC1=S	9	-2	9	13	-0.3	19	5	13
CCOc1cccc(OCC)c2c(C)[n+](CC3CCCO3)c(C)c1-2 (configuration not stated)	-15	-1	-15	8	-0.2	-11	-2	-20
N=C1SCC(=O)N1Cc1ccccc1	-10	0	1	-19	-1.3	-2	6	-5
CNC(=O)Nc1ccc(C(=O)N/N=C\C23CC[C@@H](O)CC2(O)CC[C@@H]2[C@@H]3CCC3(C)C(C4=CC(=O)OC4)CCC23O)cc1 (some centres not stated)	-2	0	12	5	1.9	-17	-4	-17
Cc1nn(Cc2ccccc2)c(Cl)c1C(=O)O	0	-2	4	12	-0.1	-5	-21	-11
COc1ccc2c(c1OC)C(=O)OC2c1c(O)n(Cc2ccc(F)cc2)c(=O)[nH]c1=O (configuration not stated)	12	0	11	-12	-1.8	-10	14	-2
Cc1cc(C)n2nc(SCC(=O)N3CCC4(CC3)OCCO4)nc2n1	14	-2	-9	-23	2.9	4	-10	-7
CCN1C[C@@]2(COC)C3[C@@H](OC)[C@H]4[C@@H]1[C@@]3(C1C[C@H]3[C@H](OC(=O)c5ccccc5)C1[C@]4(OC(C)=O)C[C@H]3OC)[C@@H](OC)C[C@H]2O (some centres not stated)	17	3	24	-2	1.1	-29	1	-8
O=C1NC(=O)N(Cc2ccc(F)cc2)C(=O)/C1=C\c1ccc([N+](=O)[O-])s1	70*	1	60*	-25	11	-13	83*	7
CCOP(=S)(OCC)Oc1cc(C)oc(=O)c1	7	1	-10	17	1.3	16	6	4
COc1ccc(NC(=O)C2C3CCC(O3)C2C(=O)O)c(OC)c1 (configuration not stated)	6	0	2	28	1.3	7	-6	20
COc1ccc(CC(=O)Nc2ccc3c(C(F)(F)F)cc(=O)oc3c2)cc1OC	-34	1	-14	13	-0.4	26	-20	5
Cc1cc(C)cc(N2C(=O)NC(=O)/C(=C/c3cccn3-c3ccc(Cl)cc3)C2=O)c1	4	-2	8	66*	99*	18	30	20
O=C(CN1CCCCC1)c1cccc(Br)c1	14	-2	7	1	4.8	5	3	1
O=C(COc1ccc2ccc(=O)oc2c1)N1CCC(C(=O)O)(c2ccccc2)CC1	6	2	15	-7	2.0	10	5	3
CN1CCN(CC#CCOc2ccc(Cl)cc2)CC1	-8	2	-12	-6	1.0	4	-5	-33
